MPTP inh – blocks calcium-induced mitochondrial swelling | isolated mouse mitochondria, Ca2+ swelling absorbance, 30 min | inhibition, % at 10 µM | 360,000 compounds, 1.4% hits;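 active = inhibition of 50% or more, scaled per plate between neutral and stimulator controls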;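 also: 0% = DMSO wells given calcium and 100% = 1 mM EGTA wells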
APJ agonist – activates the human apelin receptor APJ | P35414 | CHO-K1 APJ PathHunter beta-arrestin, luminescence; 0% DMSO wells, 100% apelin | activation, % at 20 µM | 330,000 compounds, 0.11% hits;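 active = activation more than six SD over the plate average, tested at 20 µM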;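 also: 0% = DMSO alone and 100% = apelin-13 at 10 nM; some results filed as inactive read as strong as hits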
Target sequence (P35414 whole entry, looked up): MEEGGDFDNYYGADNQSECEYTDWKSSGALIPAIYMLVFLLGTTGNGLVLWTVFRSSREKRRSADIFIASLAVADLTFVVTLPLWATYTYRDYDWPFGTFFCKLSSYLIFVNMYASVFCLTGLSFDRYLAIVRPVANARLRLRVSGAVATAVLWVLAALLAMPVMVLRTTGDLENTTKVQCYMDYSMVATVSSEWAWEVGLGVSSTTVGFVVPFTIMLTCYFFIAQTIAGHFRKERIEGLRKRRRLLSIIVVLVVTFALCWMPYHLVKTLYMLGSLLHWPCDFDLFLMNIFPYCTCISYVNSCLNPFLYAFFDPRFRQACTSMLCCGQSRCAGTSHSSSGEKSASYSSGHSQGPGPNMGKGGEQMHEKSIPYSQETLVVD
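Test system: CHO-K1 APJ beta-arrestin complementation cell line. Amount: cell density 1000 per well. Controls: DMSO negative, 10 nM Apelin-13 positive. Signal: luminescent beta-gal fragment complementation, chemiluminescent substrate. Read-out basis: agonist-driven arrestin binding to APJ. Timing: compound stimulation 90 min at 25 °C, detection 60 min.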
MIN6 prolif – induces beta-cell replication in MIN6 cells | MIN6 cells proliferation, ATPlite luminescence, 48 h; cells starved in 0.2% serum; 100% = growth in 10% serum | proliferation, % at 10 µM | 330,000 compounds, 0.29% hits | AID 2380;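 active = compounds whose signal lies at least 3.5 SD above the mean of all wells on their plate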;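 also: 0% = DMSO-treated cells in low-serum medium and 100% = 10% serum control; some compounds called inactive have numbers as strong as hits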
GRIN3A LBD mod – modulators (binders) of human NR3A ligand-binding domain; Tm shift relative to glycine control, % at 25 µM; 340,000 compounds, 2.5% hits; NR3A LBD differential scanning fluorimetry, Tm shift; 0% = protein alone, 100% = glycine-bound protein;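 active = melting temperature shift of at least 10% of the positive control shift, at one fixed dose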
TIM10 inh – inhibits growth of TIM10 yeast strain | S. cerevisiae TIM10 strain growth, BacTiter-Glo luminescence, 24 h | inhibition, % at 10 µM | 330,000 compounds, 1.4% hits | AID 463195;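 active = inhibition of 40% or more at the single tested concentration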;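 also: wild-type TIM10 isogenic control strain grown at permissive 25 °C; 0% = DMSO yeast wells and 100% = minimal medium wells without yeast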
tim23-1 inh – inhibits growth of tim23-1 mutant yeast. S. cerevisiae tim23-1 growth, BacTiter-Glo luminescence, 24 h. inhibition, % at 20 µM. 330,000 compounds, 1.3% hits. AID 463212;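 active = growth inhibition of the mutant yeast at or above 50%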;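 also: temperature-sensitive mutant grown at 25 °C; plate controls were DMSO-treated mutant yeast for no effect and medium wells lacking yeast for full effect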
NALP3 yeast inh – NALP3 inhibition in yeast. Yeast reconstituted NLRP3/ASC/caspase-1, beta-gal luminescence, 24 h. inhibition, % at 10 µM. 330,000 compounds, 0.39% hits. AID 2825;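 active = inhibition of 50% or more; inactive = inhibition below 50%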;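 also: plate controls were induced DMSO wells for no effect and uninduced yeast grown without galactose for full effect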
APJ antag – antagonists of human APJ apelin receptor; P35414; CHO-K1 APJ beta-arrestin complementation, luminescence; inhibition, % at 20 µM; 330,000 compounds, 0.32% hits;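 active = inhibition above about 40% at 20 µM, limit read from the data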;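 also: cells challenged with 10 nM apelin-13 agonist together with compound; plate controls were apelin-13 plus DMSO wells for no effect and DMSO wells lacking apelin-13 for full effect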
tim10-1 inh – inhibits growth of tim10-1 mutant yeast | S. cerevisiae tim10-1 ts strain growth, BacTiter-Glo, 24 h | inhibition, % at 20 µM | 330,000 compounds, 2.2% hits;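 active = inhibition of at least 40%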;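 also: mutant grown at 25 °C; 0% = DMSO wells with yeast and 100% = wells holding no yeast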
* hit, by the source's call; . = not tested or not shown. Compounds were not picked by outcome, and some 7.2% of all compounds hit somewhere here.

(1) COc1cc2c(c3oc(-c4ccccc4)cc(=O)c13)C=CC(C)(C)O2
(2) CCN(CC(=O)Nc1c(F)cccc1F)C(=O)C1CCN(S(=O)(=O)c2ccc(C)cc2C)CC1
(3) COc1nnc(-c2ccc(N3CCOCC3)c(NC(=O)c3ccc(C)cc3)c2)c2ccccc12
(4) CCOC(=O)CN(C(=O)Cn1nnc2ccccc21)C(C(=O)NCCOC)c1ccccc1C (stereo not drawn)
(5) O=C(COc1cccc(Cl)c1)Nc1cc(S(=O)(=O)N2CCOCC2)ccc1N1CCOCC1
(6) Cc1cc(N2CCN(c3nnnn3-c3ccccc3)CC2)n2ncnc2n1
Assay by compound	1	2	3	4	5	6
MPTP inh	0.1	-0.1	-0.3	-2.2	2.3	-1.4
APJ agonist	0	-4	7	-1	-8	5
MIN6 prolif	-6	-2	-3	1	0	0
GRIN3A LBD mod	-2	-1	2	-1	5	1
TIM10 inh	17	1	35	0	19	10
tim23-1 inh	47	-1	3	19	1	21
NALP3 yeast inh	3	-1	7	12	2	18
APJ antag	-67	5	11	8	10	20
tim10-1 inh	47*	11	21	9	20	1

Some entries already given with just MPTP inh and APJ agonist.
| no. | Molecule | MPTP inh | APJ agonist |
| --- | --- | --- | --- |
| 1 | COc1cc2c(c3oc(-c4ccccc4)cc(=O)c13)C=CC(C)(C)O2 | 0.1 | 0 |
| 2 | CCN(CC(=O)Nc1c(F)cccc1F)C(=O)C1CCN(S(=O)(=O)c2ccc(C)cc2C)CC1 | -0.1 | -4 |
| 3 | COc1nnc(-c2ccc(N3CCOCC3)c(NC(=O)c3ccc(C)cc3)c2)c2ccccc12 | -0.3 | 7 |
| 4 | CCOC(=O)CN(C(=O)Cn1nnc2ccccc21)C(C(=O)NCCOC)c1ccccc1C (stereo not drawn) | -2.2 | -1 |

(cont.)
(7) COc1ccc(S(=O)(=O)N2CCC(C(=O)Nc3ccc4c(c3)OCCO4)CC2)cc1OC
(8) CCOC(=O)C1=C(COC(=O)CSc2ccc(C)cc2C)NC(=O)NC1C (stereo not drawn)
(9) CC(C)Oc1ccc(C(=O)Nc2ccc(N(C)C)cc2)cc1
(10) O=C(Nc1ccccc1-c1ccccc1)C1CCCCC1
(11) CC(OC(=O)/C(C#N)=C/c1ccc(N(C)C)cc1)C(=O)NCc1ccco1 (stereo not drawn)
(12) COc1cccc(CC(=O)NNC(=O)c2c(-c3ccccc3)noc2C)c1
Assay by compound	7	8	9	10	11	12
MPTP inh	3.1	-1.9	-0.2	0.8	0.7	1.5
APJ agonist	2	7	8	-5	3	0
MIN6 prolif	-5	0	-3	-2	-2	1
GRIN3A LBD mod	-1	1	-10	-8	.	0
TIM10 inh	-8	10	50*	18	-4	-10
tim23-1 inh	4	19	24	20	18	-3
NALP3 yeast inh	0	22	27	-55	15	16
APJ antag	-11	22	-12	5	-5	-24
tim10-1 inh	4	15	15	9	10	-18

(13) CNC(=O)NNC(=O)c1csc(-c2ccc(C(F)(F)F)cc2Cl)n1
(14) CCN(CC)S(=O)(=O)c1ccc(N2CCCC2)c(NC(=O)c2ccncc2)c1
(15) CCOC(=O)c1nn(-c2cccc(Cl)c2)c2nc(Nc3ccccc3)cc(=O)n12
(16) CN1CCN(C(=O)/C=C\C(=O)O)CC1
(17) CCC(=O)N1CCc2cc(S(=O)(=O)NC(Cc3ccccc3)C(=O)Nc3nccs3)ccc21 (stereo not drawn)
(18) COC(=O)c1cc(S(=O)(=O)Nc2cccc(-c3cnco3)c2)oc1C
Assay by compound	13	14	15	16	17	18
MPTP inh	0.9	-0.2	2.1	0.7	0.9	0.0
APJ agonist	2	-2	0	1	-1	-2
MIN6 prolif	-3	-3	-1	0	0	-3
GRIN3A LBD mod	3	-1	-5	3	1	1
TIM10 inh	3	-7	20	6	5	16
tim23-1 inh	8	14	18	12	13	8
NALP3 yeast inh	8	11	4	7	17	13
APJ antag	5	-18	14	-16	-14	18
tim10-1 inh	8	-2	11	-2	2	6

(19) O=C(NCc1ccccn1)Nc1ccccc1Cl
(20) CC(=O)c1ccc(-n2c(C)ccc2-c2ccccc2)cc1
(21) O=C(Cc1ccc(S(=O)(=O)N2CCOCC2)s1)Nc1ccc(N2CCOCC2)cc1
(22) COC(=O)c1cc(S(=O)(=O)NCCc2ccc(Cl)cc2)c[nH]1
(23) Cc1ccccc1OCC(=O)NCC(c1cccs1)N1CCOCC1 (stereo not drawn)
(24) CC[C@@]12C(=O)N(c3cccc(F)c3)C(=O)N1[C@H](c1ccc(OC)cc1)[C@@H]1C(=O)N(C(C)(C)C)C(=O)[C@@H]12
Assay by compound	19	20	21	22	23	24
MPTP inh	-0.2	-0.4	-1.6	-2.3	-1.4	-1.9
APJ agonist	-5	-6	-1	-2	-1	0
MIN6 prolif	5	-2	-1	1	1	4
GRIN3A LBD mod	1	10	-2	2	-2	0
TIM10 inh	1	11	1	3	-1	0
tim23-1 inh	-2	10	-29	0	13	-6
NALP3 yeast inh	12	-15	11	17	11	7
APJ antag	-36	11	-1	20	-3	-68
tim10-1 inh	-15	23	-12	-7	-3	-24

(25) C/C(=C\c1ccccc1)CN1CCC(C(=O)N2CCC(C)CC2)CC1
(26) COC(=O)Cc1c(O)ccn(Cc2ccc(F)cc2)c1=O
(27) COc1ccc(Cl)cc1C(=O)N1CCN=C1SC
(28) COc1ccc(C2=NOC(Cn3nc(C(=O)NCC4CC4)cc3-c3ccccc3)C2)cc1 (stereo not drawn)
(29) Cn1cccc1Cc1nnc(SCC(N)=O)n1CCc1ccccc1
(30) Cc1c(NC(=S)NC(=O)c2cc3ccccc3o2)c(=O)n(-c2ccccc2)n1C
Assay by compound	25	26	27	28	29	30
MPTP inh	12	-1.3	-0.8	0.4	3.3	0.6
APJ agonist	-2	-1	-3	6	-4	-1
MIN6 prolif	0	1	-1	2	-5	-2
GRIN3A LBD mod	4	-5	-1	1	-2	0
TIM10 inh	-30	13	2	4	4	10
tim23-1 inh	-8	-8	6	23	11	20
NALP3 yeast inh	27	1	13	15	0	-2
APJ antag	0	-18	1	-54	-51	-18
tim10-1 inh	6	7	20	19	16	9

(31) C#CCOCCOCCOCCNc1nc(N2CCOCC2)nc(N2CCN(C(=O)[C@H](Cc3ccc(O)cc3)n3cc([C@@H](N)C(C)CC)nn3)CC2)n1 (stereo partly drawn)
(32) Cc1ccc2[nH]c(=O)c(CN(C(=O)c3cccs3)c3ccccc3)cc2c1
(33) COc1ccc2nc(N3C(=O)CC(Cc4cc(C)cc(C)c4)C3=O)sc2c1 (stereo not drawn)
(34) COc1ccc(CC(=O)N2CCN(c3ccccc3OC)CC2)cc1OC
(35) CN1C/C(=N\S(=O)(=O)c2ccccc2)N(C)C1=O
(36) O=C(COc1ccc(F)cc1Br)N1CCc2ccccc21
Assay by compound	31	32	33	34	35	36
MPTP inh	-0.5	1.7	-1.4	0.4	0.4	3.7
APJ agonist	-1	0	-2	-2	-1	0
MIN6 prolif	6	0	-2	-3	-2	-4
GRIN3A LBD mod	0	-5	4	0	2	0
TIM10 inh	2	8	18	-1	0	-17
tim23-1 inh	8	10	26	13	9	-2
NALP3 yeast inh	5	8	13	11	-1	15
APJ antag	10	4	-3	-6	0	-1
tim10-1 inh	8	9	20	11	3	2

(37) Cn1cc(S(=O)(=O)Nc2ccc(Cl)cc2Cl)c(=O)n(C)c1=O
(38) CC1=NN(c2ccc([N+](=O)[O-])cc2)C(c2ccccc2)C1 (stereo not drawn)
(39) COc1ccc2c(c1)[C@H]1[C@H](CO2)[C@H](c2ccccc2)[C@]2(C)C(=O)Nc3cc(F)c(F)cc3C(=O)N12
(40) CN(C)c1ccc(P(=O)(CC(=O)N/N=C/c2ccc(C#N)cc2)OCCCl)cc1 (stereo not drawn)
(41) C=CCn1c(SCC(=O)c2ccc(O)c(O)c2)nnc1-c1ccc(C)cc1
(42) COc1ccc(C(CNC(=O)c2cccn2C)N2CCOCC2)cc1 (stereo not drawn)
Assay by compound	37	38	39	40	41	42
MPTP inh	-0.5	-1.2	-1.2	0.5	2.4	-3.3
APJ agonist	-4	0	-1	-2	0	-2
MIN6 prolif	2	2	-8	-3	-3	-7
GRIN3A LBD mod	0	4	-3	1	0	-1
TIM10 inh	9	10	15	14	-29	11
tim23-1 inh	1	23	22	-7	6	-11
NALP3 yeast inh	7	24	3	17	10	17
APJ antag	-7	23	6	11	-14	7
tim10-1 inh	13	1	16	8	4	6

(43) Cc1ccc(C)c2nc(Cl)c(C3NC(=O)c4ccccc4N3)cc12 (stereo not drawn)
(44) c1ccc(Cn2nnc3c(N4CCCC4)ncnc32)cc1
(45) CCOc1[nH]n(-c2ccccc2)c(=O)c1C=NCc1ccncc1
(46) CCN(CC)C(=O)/C(=C\c1cccc([N+](=O)[O-])c1)NC(=O)c1ccco1
(47) CCCC(=O)Nc1nc2nc(-c3ccccc3)cc(=O)n2[nH]1
(48) Cc1cc(C(=O)COc2ccc(C#N)cc2)c(C)n1C1CC1
Assay by compound	43	44	45	46	47	48
MPTP inh	1.0	0.3	-0.3	-1.5	-0.3	-0.6
APJ agonist	-3	-4	0	1	-4	0
MIN6 prolif	3	-1	2	1	0	0
GRIN3A LBD mod	0	-1	-1	-5	2	0
TIM10 inh	9	1	-8	5	-2	1
tim23-1 inh	-15	15	-8	7	-4	13
NALP3 yeast inh	29	20	-2	6	16	17
APJ antag	-5	-25	5	1	-5	26
tim10-1 inh	-18	23	15	12	-1	1

(49) O=S(=O)(NC1CCCCC1)c1ccc(Cl)s1
(50) CC(C)c1ccc(C(=O)NN2CCOCC2)cc1
(51) COC(=O)C1=C(C)NC(=O)NC1c1ccco1 (stereo not drawn)
(52) O=C(CCS(=O)(=O)c1ccccc1)Nc1nnc(C(F)(F)F)s1
(53) COc1ccc2c(c1)c(CC(=O)NCc1cc([N+](=O)[O-])ccc1O)c(C)n2C(=O)c1ccc(Cl)cc1
(54) O=C(c1cccs1)N1CCN(c2ccc(Cl)cc2)CC1
Assay by compound	49	50	51	52	53	54
MPTP inh	0.6	-2.1	-0.3	0.6	27	-0.5
APJ agonist	-7	-3	-2	-3	-8	1
MIN6 prolif	-4	1	-1	-3	-7	1
GRIN3A LBD mod	1	4	1	0	24*	-1
TIM10 inh	-5	-1	-10	8	7	-8
tim23-1 inh	15	-6	8	14	-9	17
NALP3 yeast inh	50	12	5	17	29	10
APJ antag	3	17	-15	3	12	10
tim10-1 inh	18	-19	12	5	1	4

Down the list, from the results shown:
Compounds 49–54 in APJ antag read 3, 17, -15, 3, 12, 10

The list goes on:
(55) O=C(Oc1ccc(O)cc1)C12CC3CC(CC(C3)C1)C2
(56) CN(Cc1ccccc1)C(=O)CC(c1ccccc1)c1cc(Cl)ccc1O (stereo not drawn)
(57) COC(=O)C(NC(=O)CNS(=O)(=O)c1ccc(Br)cc1)c1ccccc1 (stereo not drawn)
(58) O=C(CSc1nnnn1Cc1ccccc1)Nc1cccc(F)c1
(59) O=C(COC(=O)c1cccc(Cl)c1Cl)NCc1cccs1
(60) CCCCNC(=O)CSc1nc2ccccc2c(=O)n1CC1COc2ccccc2O1 (stereo not drawn)
Assay by compound	55	56	57	58	59	60
MPTP inh	-1.9	0.0	1.9	0.3	-1.6	5.6
APJ agonist	-1	-1	-4	1	-4	-3
MIN6 prolif	-4	-6	4	1	3	-3
GRIN3A LBD mod	-1	-1	-2	-1	2	2
TIM10 inh	25	11	10	4	10	18
tim23-1 inh	63*	13	-4	9	37	2
NALP3 yeast inh	14	7	6	19	24	-13
APJ antag	-16	16	-3	-7	11	7
tim10-1 inh	-19	30	0	6	13	13

Screening data as filed in PubChem.
